Compound activity as filed in PubChem.
KDM5B inhibitor – KDM5B demethylase inhibition; Potency, µM (doses to about 57.7 µM), for the others: top-dose activity change, negative = inhibition, hits mostly inhibitors; AID 1347165; 220,000 tested, 2.6% active; KDM5B demethylase, FDH-coupled NADH fluorescence (FDH is formaldehyde dehydrogenase); Q9UGL1; active means well fitted inhibition curve with a large enough effect; inconclusive means small, poorly fitted or top-dose-only effect; inactive means no such curve, though single readings can be large or run the other way; further: 0% is about no effect; nearly all actives have a fitted effect of over 70% in size
Target sequence (Q9UGL1 whole entry, looked up): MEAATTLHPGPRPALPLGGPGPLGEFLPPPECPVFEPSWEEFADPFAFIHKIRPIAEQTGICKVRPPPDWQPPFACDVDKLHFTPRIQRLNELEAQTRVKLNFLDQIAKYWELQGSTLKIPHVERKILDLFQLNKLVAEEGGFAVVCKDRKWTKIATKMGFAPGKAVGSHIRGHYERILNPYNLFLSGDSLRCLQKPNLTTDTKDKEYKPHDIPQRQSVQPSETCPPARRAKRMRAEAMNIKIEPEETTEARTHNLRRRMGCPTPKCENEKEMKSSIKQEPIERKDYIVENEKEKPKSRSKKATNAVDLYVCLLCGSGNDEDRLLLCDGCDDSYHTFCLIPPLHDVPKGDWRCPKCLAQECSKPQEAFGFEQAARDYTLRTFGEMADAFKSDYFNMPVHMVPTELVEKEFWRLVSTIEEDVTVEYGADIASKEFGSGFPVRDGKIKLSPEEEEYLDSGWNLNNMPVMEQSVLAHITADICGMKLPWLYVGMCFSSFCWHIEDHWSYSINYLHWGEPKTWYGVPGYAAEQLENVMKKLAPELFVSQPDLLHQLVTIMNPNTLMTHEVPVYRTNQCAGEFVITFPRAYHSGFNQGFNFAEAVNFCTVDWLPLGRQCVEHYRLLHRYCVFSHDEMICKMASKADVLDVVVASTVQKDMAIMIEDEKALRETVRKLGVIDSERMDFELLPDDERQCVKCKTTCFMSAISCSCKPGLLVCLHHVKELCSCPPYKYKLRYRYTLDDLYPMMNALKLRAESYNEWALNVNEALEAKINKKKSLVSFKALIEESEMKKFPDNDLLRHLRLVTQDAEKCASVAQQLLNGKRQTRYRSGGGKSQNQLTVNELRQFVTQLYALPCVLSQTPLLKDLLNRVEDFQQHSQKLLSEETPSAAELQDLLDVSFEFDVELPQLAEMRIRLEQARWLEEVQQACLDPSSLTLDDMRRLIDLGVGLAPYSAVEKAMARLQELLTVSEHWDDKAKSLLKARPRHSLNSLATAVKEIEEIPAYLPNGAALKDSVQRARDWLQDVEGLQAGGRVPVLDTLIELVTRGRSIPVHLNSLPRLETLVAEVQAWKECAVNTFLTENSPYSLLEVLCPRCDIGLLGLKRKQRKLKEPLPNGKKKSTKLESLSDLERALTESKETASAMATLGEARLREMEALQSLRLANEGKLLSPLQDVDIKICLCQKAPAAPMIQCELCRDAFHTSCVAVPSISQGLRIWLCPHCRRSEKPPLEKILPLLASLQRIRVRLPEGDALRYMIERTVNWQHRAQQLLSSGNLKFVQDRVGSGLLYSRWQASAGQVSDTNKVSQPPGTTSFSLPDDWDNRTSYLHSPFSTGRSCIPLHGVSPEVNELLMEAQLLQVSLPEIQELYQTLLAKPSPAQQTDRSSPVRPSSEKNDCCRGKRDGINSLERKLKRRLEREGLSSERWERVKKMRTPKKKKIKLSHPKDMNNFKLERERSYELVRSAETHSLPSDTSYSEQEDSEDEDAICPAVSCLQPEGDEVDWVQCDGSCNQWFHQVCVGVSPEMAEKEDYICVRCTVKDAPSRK
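Compound dilutions met 200 nM (final) KDM5BΔAP for 10 min at room temperature before substrate addition. The substrate mix held 12.5 µM H3K4me3 with cofactors 25 µM α-ketoglutarate and 50 µM Fe²⁺. NADH signal gain over 30 min defined activity.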
An asterisk follows results filed as active; ? = inconclusive; & = joins results of further samples; [ ] = dose if it differs, or a comment. Potency means the concentration at half of the fitted maximal effect. Only part of the results is shown; count on the stated rates, not on these rows.

SMILES	KDM5B inhibitor
COc1ccc2cc(C(=O)N3CCN4CCS(=O)(=O)N(C5CC5)C(=O)C4C3)[nH]c2c1 (stereo unspecified)	-13.2%
CCOCc1nc(C2CCCN(C(=O)c3ccccc3F)C2)no1 (stereo unspecified)	-11.6%
COc1ccccc1C(=O)NCCn1ccn2nc(-c3ccc(C)c(C)c3)cc2c1=O	28.2µM*
Cc1ccc(C)c(Cn2c(=O)n(Cc3ccc4c(c3)OCO4)c(=O)c3oc4ccccc4c32)c1	-20.4%
CCN(C)C(=O)CC1=CSC2=NC(C)=C(C(=O)OC(C)(C)C)C(c3ccc(Cl)cc3)N12 (stereo unspecified)	?
CC(C)c1noc(C2CCCN(C(=O)C3CCCCC3)CCC(=O)NCC2)n1 (stereo unspecified)	-21.3%
Cc1ccc(NC(=O)CN(C)C(=O)CCc2ncc(-c3ccc(C)c(C)c3)o2)cc1	9.2%
COc1ccc(OCCN(C)CC(C#N)CCC#N)cc1 (stereo unspecified)	11.3%
Cc1ccc(C(=O)NCC(C)(C)CNC(=O)c2ccc(C)c(C)c2)cc1C	30.1%[activator]
NCC1Cn2cccc2CN1Cc1ccccc1 (stereo unspecified)	15.8µM*
CC(=O)Nc1ccc(NC(=O)CN2C(=O)NC3(CCOCC3)C2=O)cc1	-11.1%
COc1ccc(C(=O)CC2(O)C(=O)N(Cc3ccccc3Cl)c3ccccc32)cc1 (stereo unspecified)	-22.5%
CCOc1ccc(CCNC(=O)CCn2c(=O)c3cccn3c3ccc(F)cc32)cc1	-20.3%
CNC(=O)C1CCC(Cn2c(=O)c3sccc3n(CC(=O)NCc3ccc(C)cc3)c2=O)CC1 (stereo unspecified)	12.2%&4.6%
CN1CCN(Cc2ccc(Nc3cnc4ccc(-c5ccccc5)nn34)cc2)CC1	-31.9%[86.2 µM]
CN(Cc1ccnn1C)C1CCc2ccccc21 (stereo unspecified)	4.7%[86.2 µM]
O=C(NCc1cccnc1)C1(c2cccc(C(F)(F)F)c2)CCOCC1	9.9%
Cc1ccc(C)c(NC(=O)c2ccc3ncsc3c2)c1	2.3%
O=C(O)CN(/C=C/C(=O)C(F)(F)F)CC(=O)O	-9.0%
COc1cccc(Oc2coc3cc(O)ccc3c2=O)c1	?
Cc1ccccc1NC(=O)c1cccc(NC(=O)c2ccccc2C(=O)O)c1	20.7%
O=C(CN1C(=O)CNC1=O)NCCc1noc(C2CCCC2)n1	-0.9%
O=C(c1ccc2ccccc2c1)N1C[C@@H]2C[C@H](C1)c1ccc(NS(=O)(=O)c3cccc(F)c3)c(=O)n1C2	9.9%
COc1ccc2nc([C@H]3CCN(Cc4cccc(OC(F)(F)F)c4)C3)[nH]c2c1	?
CC(C)CCNC(=O)c1cccc(-n2cnc3cccnc32)c1	?
CCN1c2cc(C(=O)Nc3cccc(Br)c3)ccc2C(=O)N2CCCCC21 (stereo unspecified)	?
COc1ccccc1C(=O)Nc1ccccc1C(=O)OCc1cc(=O)n2c(C)csc2n1	0.7%
COc1ccc(F)cc1S(=O)(=O)N1CCC(n2cnnc2C)CC1	17.6%
CC1CCC(Nc2nc3c(-c4ccc(Cl)cc4)nnn3c3ccccc23)CC1 (stereo unspecified)	-25.4%
CC(C)(C)C(=O)NC(Nc1ccc2ccccc2c1)C(Cl)(Cl)Cl (stereo unspecified)	-11.1%
COc1ccc(CC(=O)NC2CCCN(c3cc(-c4ccc(OC)cc4)[nH]n3)C2)cc1 (stereo unspecified)	?
O=C1NCc2ccccc2CC12CCCN(Cc1ccc(F)cc1F)C2 (stereo unspecified)	11.4%[115 µM]
O=C(c1cc(F)ccc1F)N1CCC2(CC1)N(c1ccccc1)C(=O)CS2(=O)=O	24.5%
Cc1ccc(NC(=O)/C(C#N)=C\c2ccccc2OC(F)F)cc1	?
N#C/C(=C\c1ccccc1F)c1nc2ccccc2c(=O)[nH]1	-21.8%
Cc1ccc([N+](=O)[O-])c(-c2n[nH]c(=S)n2-c2cccc(Cl)c2)c1	-34.1%
CCNC(=O)CCc1c(CC)nn(-c2ccc(OC)cc2)c1Oc1cccc(F)c1	-6.6%
Cc1cc(C(=O)N2[C@@H]3CC[C@H]2CC(NC(=O)c2ccc(F)cc2)C3)n[nH]1 (stereo partly specified)	11.2%
Cc1cc2ccccc2n1CCNC(=O)c1ccccc1	-9.3%
NCCCn1c2ccccc2c2ccccc21	-15.9%

Two consecutive records already listed, quoted:
SMILES	KDM5B inhibitor
Cc1cc2ccccc2n1CCNC(=O)c1ccccc1	-9.3%
NCCCn1c2ccccc2c2ccccc21	-15.9%

Remaining list, next part:
SMILES	KDM5B inhibitor
COc1cccc(CN2C(=O)CCCCC2C(=O)NCCc2ccccc2)c1 (stereo unspecified)	-10.4%
Cc1ccc(CN2CCOCCNC(=O)[C@H]3CCCC[C@H]32)s1	?
CCN(Cc1ccc(OC)c(F)c1)C(=O)c1n[nH]c(=O)c2ccccc12	8.2%
N#Cc1nc(COc2ccc3c(c2)OCO3)oc1N1CCC(C(N)=O)CC1	18.2%
CC(C)(C)c1ccc(OCCn2cc(C(=O)C(F)(F)F)c3cc(Br)ccc32)cc1	17.6%
O=C(Nc1ccccc1)N1CCC(N(C(=O)C2CC2)C2CCOCC2)CC1	-6.9%
COc1ccccc1C(=O)NC1CCN(c2cc(-c3ccc(F)cc3)[nH]n2)C1 (stereo unspecified)	?
Cc1cc(C(=O)NCC2(COc3cccnc3)C[C@@H](O)[C@@H](O)C2)no1 (stereo partly specified)	-8.1%[86.2 µM]
CCCOc1cccc(C(=O)Nc2cccc(-c3nc4ncccc4o3)c2C)c1	-12.9%&6.0%
Cc1cc(C(=O)N2CCCCCNC(=O)[C@@H]3CCC[C@@H]32)n(C)n1	12.8%
O=C(CCC(F)(F)F)N1CCC2(CCCN(CC3CCCCC3)C2=O)C1 (stereo unspecified)	-1.3%
O=C(OCC1C(COC(=O)c2ccco2)C1(Cl)Cl)c1ccco1 (stereo unspecified)	20.2%
O=C1NCc2ccccc2CC12CCCN2Cc1ccc(O)cc1 (stereo unspecified)	-8.4%[149 µM]
COc1ccc(CN2CC3(CCN(C(=O)Nc4cccc(C(F)(F)F)c4)CC3)C2=O)cc1	21.1%
Cc1cccc(Nc2nc(N)c(C(=O)c3cc(C)ccc3C)s2)c1	-12.4%
O=C(CCc1ccsc1)N1CCC2(CC1)OCCCC2O (stereo unspecified)	9.9%
O=S(=O)(c1ccc(Br)cc1)c1nnn2c1nc(NCCc1ccccc1)c1sccc12	-3.4%
COc1ccc(/C=C/C(=O)NCC(F)(F)F)cc1	23.8%
CC(C(=O)NC1CCCCCC1)N1CCN(Cc2ccccc2)CC1 (stereo unspecified)	4.6%
COc1ccc(C2=C(O)C(=O)N(Cc3ccccn3)C2c2ccccc2F)cc1 (stereo unspecified)	?
O=C(COc1ccc(F)cc1)NCC(=O)N1CCN(c2ccccn2)CC1	25.1µM*
CN1CCCC2(CC1)CCN(C(=O)CC13CC4CC(CC(O)(C4)C1)C3)CC2	21.6%
CCOC(=O)Cn1c(=O)oc2cc(S(=O)(=O)Nc3cc(OC)cc(OC)c3)ccc21	25.2%
CC1Oc2ccc(NC(=O)c3ccc(Cl)cc3)cc2CN(Cc2cc(F)cc(F)c2)C1=O (stereo unspecified)	?
C[C@@H]1C(=O)O[C@H]2[C@H]1CC[C@@]1(C)Cc3sc(NS(=O)(=O)Cc4ccccc4)nc3[C@@H](C)[C@H]21	-9.3%
CC(COc1ccc(CC#N)cc1)CN1CCC(C(O)(c2ccccc2)c2ccccc2)CC1 (stereo unspecified)	23.7%
C=CCc1ccccc1OCCOc1ccccc1/C=C(/C#N)C(N)=O	-29.4%
COC(=O)C1=C(C)N=C2SC=C(CC(=O)N3CCC(C)CC3)N2C1c1ccccc1Cl (stereo unspecified)	?
Cc1ccc2nc(C)c(C(=O)NCc3cccnc3-n3cccn3)cc2c1	16.9%
CC(C)(C)c1nc2cc(NC(=O)c3cc[n+]([O-])cc3)ccc2o1	-8.2%
COc1cccc(CNC(=O)Nc2c(N3CCCC3)c3ccccc3oc2=O)c1	-23.2%
Cc1ccc2oc(=O)c3cnn(CC(=O)NCc4ccccc4Cl)c3c2c1	-25.7%
CCN1c2cc(C(=O)Nc3cccc(Cl)c3)ccc2C(=O)N2CCCC21 (stereo unspecified)	?
CCOC(CNC(=O)CSCc1nc(-c2ccc(C)cc2)oc1C)OCC	-24.6%
O=C(NC1CCN(Cc2ccccc2)CC1)c1ccccc1C(=O)c1ccc(F)cc1	6.2%
COc1ccc(C(=O)Nc2nc3c(s2)C[C@@H]2[C@](C)(CO)[C@H](O)CC[C@@]2(C)[C@@H]3CC(=O)NCc2ccco2)cc1	?
Cc1cc(=O)n(CC(=O)Nc2cccc(C#N)c2)c(N2CCOCC2)n1	15.5%
O=C1NC(=S)CN1c1ccccc1	?
CSc1nc2sc3c(c2c(=O)n1-c1ccc(F)c(Cl)c1)CCN(C(C)=O)C3	-11.2%
CN1C(=O)C(CC(=O)N2CC(O)C2)(Cc2ccccc2)c2ccccc21 (stereo unspecified)	4.9%
CCOc1ccc(NC(=O)CN(C)C(=O)C2CC(=O)N(Cc3ccco3)C2)cc1OCC (stereo unspecified)	?
COc1ccc(Cl)cc1S(=O)(=O)N1CCC(C(=O)NCc2ccco2)CC1	-15.9%
NC(=O)c1ccc(CNC2(c3ccc(F)cc3)CCCC2)cc1	8.1%
COc1ccc2c(c1)c1c(c(=O)n(Cc3ccccc3)c(=O)n1Cc1ccc(C)cc1)n2C	?
COc1cc(C(=O)N/N=C(\C)c2ccccn2)cc(OC)c1OC	?
COC(=O)c1cnn(-c2ccc(F)cc2F)c1/C=N/NC(=S)NC(C)(C)C	-7.8%
Cc1cccc(C(=O)NC2CCN(c3cnn(C)c(=O)c3)CC2)c1	1.7%
COc1ccccc1NC(=O)CN(C)S(=O)(=O)c1cccc2cccnc12	-21.8%
CCc1nncn1C1CCN(S(=O)(=O)c2ccc(OC)c(Cl)c2)CC1	18.4%
CS(=O)(=O)N(C1CC1)C1CCOC2(CCN(C(=O)CCc3ccccc3)CC2)C1 (stereo unspecified)	-11.6%

(further entries)
SMILES	KDM5B inhibitor
Cc1ccccc1CNC(=O)[C@H]1CCC[C@H]1NC(=O)c1ccncc1	-11.2%
CNc1cccnc1OC1CCN(C(=O)NCCOC)C1 (stereo unspecified)	?
CCN(CC)C(=O)c1ccc(-c2nnc3ccc(NC(=O)C4CC4)cn23)cc1	22.4µM*
CCN(CC)c1cc(CCC(=O)NCc2cccs2)ccn1	?
O=C(NCc1ccco1)c1cc(-c2ccccc2F)cc2c1OCCN2Cc1cccnc1	28.2µM*
Cn1c(=O)[nH]c(=O)c2c1nc(Sc1ccccc1)n2Cc1ccccc1Cl	11.3%
CN(C(=O)COC(=O)c1cncc(Br)c1)C1CCS(=O)(=O)C1 (stereo unspecified)	-17.8%
Cc1c(C(=O)Nc2ccc(S(=O)(=O)Nc3ncccn3)cc2)oc2ccc(F)cc12	?
CN1CCN(c2nc3c(c(=O)[nH]2)CCN(Cc2cccc(C#N)c2)CC3)CC1	9.1%
CC12CN3CC(C)(CN(C1)C3c1ccc3c(c1)OCO3)C2O (stereo unspecified)	-17.0%
Fc1cccc(NC(=S)NCCc2c[nH]c3ccccc23)c1	-13.9%
COCCn1c(C)nnc1-c1cc(-c2cccc(O)c2)ccn1	?
OCCCNCc1ccc(-c2ccccc2)cc1	17.4%
OC1(c2cccnc2)CCN(Cc2ccc(-n3ccnc3)cc2)CC1	?
Cc1ccc(-c2nnc(Cn3cnc(C#N)n3)o2)cc1	8.8%
CCOC(=O)c1c(NC(=O)Nc2ccc(F)cc2)sc(C(=O)N(C)C)c1C	-18.4%
CC(C)Oc1ccc(C(=O)NCCc2csc(-c3cccc(F)c3)n2)cc1	?
COc1ccc(CN2CCOc3ccc(C(=O)NCc4ccc(C)cc4)cc3C2)cc1OC	-21.1%
Cc1ccc(C)c(C(=O)CSc2nnc(COc3ccc(Cl)cc3)n2C)c1	-12.1%
O=C(c1cccc(F)c1)N1CCC(CCOc2ccc(F)cc2)C1 (stereo unspecified)	-1.8%

Entries from the list above that contain a Cl atom, in the order listed:
SMILES	KDM5B inhibitor
CCN(C)C(=O)CC1=CSC2=NC(C)=C(C(=O)OC(C)(C)C)C(c3ccc(Cl)cc3)N12 (stereo unspecified)	?
COc1ccc(C(=O)CC2(O)C(=O)N(Cc3ccccc3Cl)c3ccccc32)cc1 (stereo unspecified)	-22.5%
CC1CCC(Nc2nc3c(-c4ccc(Cl)cc4)nnn3c3ccccc23)CC1 (stereo unspecified)	-25.4%
CC(C)(C)C(=O)NC(Nc1ccc2ccccc2c1)C(Cl)(Cl)Cl (stereo unspecified)	-11.1%
Cc1ccc([N+](=O)[O-])c(-c2n[nH]c(=S)n2-c2cccc(Cl)c2)c1	-34.1%
O=C(OCC1C(COC(=O)c2ccco2)C1(Cl)Cl)c1ccco1 (stereo unspecified)	20.2%
CC1Oc2ccc(NC(=O)c3ccc(Cl)cc3)cc2CN(Cc2cc(F)cc(F)c2)C1=O (stereo unspecified)	?
COC(=O)C1=C(C)N=C2SC=C(CC(=O)N3CCC(C)CC3)N2C1c1ccccc1Cl (stereo unspecified)	?
Cc1ccc2oc(=O)c3cnn(CC(=O)NCc4ccccc4Cl)c3c2c1	-25.7%
CCN1c2cc(C(=O)Nc3cccc(Cl)c3)ccc2C(=O)N2CCCC21 (stereo unspecified)	?
CSc1nc2sc3c(c2c(=O)n1-c1ccc(F)c(Cl)c1)CCN(C(C)=O)C3	-11.2%
COc1ccc(Cl)cc1S(=O)(=O)N1CCC(C(=O)NCc2ccco2)CC1	-15.9%
CCc1nncn1C1CCN(S(=O)(=O)c2ccc(OC)c(Cl)c2)CC1	18.4%
Cn1c(=O)[nH]c(=O)c2c1nc(Sc1ccccc1)n2Cc1ccccc1Cl	11.3%
Cc1ccc(C)c(C(=O)CSc2nnc(COc3ccc(Cl)cc3)n2C)c1	-12.1%
